# L3MBTL1 block = qHTS Assay for the Inhibitors of L3MBTL1; 0.66% of 230,000 active; AlphaScreen L3MBTL1–H3K9me1 peptide binding; AID 485360, 2010; Potency, µM (doses to about 57.1 µM), for inactives: at the highest dose activity, negative = inhibition, hits mostly inhibitors; further: on the % scale 0 is the no-effect control and ±100 the full control effect; nearly all actives have a fitted effect of over 60% in size
#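 First, the protein-peptide complex forms for 30 min at room temperature (L3MBTL1 50 nM, biotinylated H3K9me1 peptide 75 nM). Next, compounds are pin-transferred and incubated 30 min. Finally, AlphaScreen beads are added and read after 30 min.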
# RECQ1 helicase = qHTS Assay for Inhibitors of RecQ-Like Dna Helicase 1 (RECQ1); RECQ1 DNA unwinding, red fluorescence kinetic read; Potency, µM (highest dose often 57.3 µM), inactives show at the highest dose activity, negative = inhibition, most hits filed as inhibitors; 0.54% of 240,000 active;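 further: plate controls were vehicle for no effect and no enzyme for full effect; nearly all actives have a fitted effect of over 30% in size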
# Target sequence (P46063 whole entry, looked up): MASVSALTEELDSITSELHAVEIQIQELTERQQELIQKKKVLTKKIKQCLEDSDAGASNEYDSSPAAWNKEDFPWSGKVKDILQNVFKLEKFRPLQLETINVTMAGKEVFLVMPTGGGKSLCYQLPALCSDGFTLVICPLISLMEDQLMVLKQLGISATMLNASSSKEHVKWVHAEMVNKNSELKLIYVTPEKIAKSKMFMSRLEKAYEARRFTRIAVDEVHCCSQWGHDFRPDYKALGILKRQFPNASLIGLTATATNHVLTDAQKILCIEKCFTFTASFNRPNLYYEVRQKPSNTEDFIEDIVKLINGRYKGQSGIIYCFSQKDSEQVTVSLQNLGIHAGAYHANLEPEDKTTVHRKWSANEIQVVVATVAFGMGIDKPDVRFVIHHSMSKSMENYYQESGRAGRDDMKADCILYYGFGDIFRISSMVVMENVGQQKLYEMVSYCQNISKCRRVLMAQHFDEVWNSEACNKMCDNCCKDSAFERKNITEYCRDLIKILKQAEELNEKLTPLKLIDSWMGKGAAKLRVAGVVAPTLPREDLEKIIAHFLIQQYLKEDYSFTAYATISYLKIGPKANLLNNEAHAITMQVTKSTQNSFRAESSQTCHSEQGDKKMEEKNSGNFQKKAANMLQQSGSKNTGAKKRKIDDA
#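 RECQ1T1 50 nM; forked duplex (20 bp + 30-nt ss tails) 200 nM, ATP 2 mM final; pH 8.0, 2 mM MgCl2, 2.5 ug/ml poly(dI-dC); 15 min compound preincubation; discontinuous kinetic read over 2 h at RT.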
# Tau ThT inhib = qHTS for Inhibitors of Tau Fibril Formation, Thioflavin T Binding; Potency, µM (titrated, usually from 57.4 µM), without a hit: top-dose activity, negative = inhibition, hits mostly inhibitors; recombinant tau K18 P301L (four-repeat tau fragment), heparin-induced fibrillization, ThT fluorescence; 2.1% of 270,000 active; further: on the % scale 0 is the no-effect control and ±100 the full control effect; nearly all actives have a fitted effect of over 55% in size
# Target sequence (P10636 561-689 P618L limits assumed): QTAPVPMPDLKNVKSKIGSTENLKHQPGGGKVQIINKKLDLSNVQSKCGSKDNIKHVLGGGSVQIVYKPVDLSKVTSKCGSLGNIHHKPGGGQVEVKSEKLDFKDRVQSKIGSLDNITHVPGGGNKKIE
#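 Recombinant human tau K18 fragment […] carrying P301L, 15 uM unlabeled plus 0.24 uM Alexa 594-labeled, was fibrillized with 20 uM heparin in 100 mM sodium acetate pH 7 for 6 hr at 37 C; 30 uM ThT fluorescence read after 1 hr.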
# KDM4E inh = qHTS Assay for Inhibitors of Human Jumonji Domain Containing 2E (JMJD2E); Lysine-specific demethylase 4E (Homo sapiens), B2RXH2; JMJD2E catalytic domain, FDH-coupled NADH fluorescence (FDH is formaldehyde dehydrogenase); Potency, µM (series often up to 57.1 µM), for inactives: at the highest dose activity change, negative = inhibition, hits mostly inhibitors; 1.6% of 230,000 active; active means well fitted inhibition curve with a large enough effect, not every such curve was filed as active; inconclusive means small, poorly fitted or top-dose-only effect, or another doubt; inactive means no such curve, though single readings can be large or run the other way;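 further: 0% = wells with enzyme and -100% = buffer wells without enzyme; nearly all actives have a fitted effect of over 50% in size; many of its hits are not listed in these tables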
# Luc counter = Counterscreen for Luciferase (Kinase-Glo TM) Inhibition. Luciferin 4-monooxygenase (Photuris pensylvanica), Q27757. Kinase-Glo luciferase, ATP luminescence, 8 min. Potency, µM (series often up to 38.3 µM), for the others: at the highest dose activity change, negative = inhibition, hits mostly inhibitors. 0.28% of 200,000 active. AID 1379, 2008; further: on the % scale 0 is the no-effect control and ±100 the full control effect; nearly all actives have a fitted effect of over 60% in size
#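 Compound is pinned into ATP-containing buffer (10 uM ATP, imidazole pH 7.2, 7 mM MgCl2). Kinase-Glo luciferase reagent is then added. Light output is recorded following an 8-min room-temperature incubation.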
# LMNA splice mod = qHTS Assay for Modulators of Lamin A Splicing; HeLa LMNA splicing GFP/RFP minigene ratio, 48 h; AID 1487, 2009; 0.01% of 200,000 active; Potency, µM (doses to about 46.1 µM), inactives show at the highest dose ratio change, negative = inhibition, most hits filed as inhibitors; active means well fitted inhibition curve with a large enough effect in the signal ratio, with a control signal flat, not every such curve was filed as active; inconclusive means small, poorly fitted or top-dose-only effect, or effect the other way, or a change in a side signal; the % refers to the signal ratio; further: on the % scale 0 is the no-effect control and ±100 the full control effect
#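 S3 HeLa stable clones carrying a lamin A-EGFP splicing minigene plus DsRed2 were seeded at 600 cells/well in Opti-MEM with 2% FBS, pin-dosed and incubated 48 h at 37°C. Acumen cytometry (488 nm) gave the GFP/RFP total-intensity ratio.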
# SMN2 splice enh = qHTS Assay for Enhancers of SMN2 Splice Variant Expression; HEK293 SMN2-luciferase splicing reporter, luminescence, 30-36 h; 2.8% of 210,000 active; Potency, µM (highest dose often 46.1 µM), inactives show at the highest dose activity change, positive = activation, most hits filed as activators; further: % of control where 0% means no effect; nearly all actives have a fitted effect of over 55% in size
#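 qHTS luciferase splicing reporter: luminescence rises when SMN2 exon 7 is included in transfected HEK293 cells. Compound exposure lasted 30-36 h at 37C, with 4.5 mM final sodium butyrate as control, followed by a ONE-Glo read.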
# ALDH1A1 inh = qHTS Assay for Inhibitors of Aldehyde Dehydrogenase 1 (ALDH1A1). Aldehyde dehydrogenase 1A1 (Homo sapiens), P00352. Purified ALDH1A1, NADH fluorescence, propionaldehyde substrate. Potency, µM (series often up to 75.3 µM), without a hit: at the top dose activity, negative = inhibition, hits mostly inhibitors. 7.3% of 220,000 active; active means well fitted inhibition curve with a large enough effect, not every such curve was filed as active; inconclusive means small, poorly fitted or top-dose-only effect, or another doubt; inactive means no such curve, though single readings can be large or run the other way;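 further: plate controls were no enzyme wells and a reference inhibitor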
# Numbers without * were called inactive; i = inactive; ? = inconclusive; / = not tested or not shown; [ ] = remark or other dose. Unless noted, the call rests on the fitted dose curve; in most records, active means well fitted curve in the direction sought with a large enough effect; inconclusive means small, poorly fitted or top-dose-only effect, or another doubt; inactive means no such curve, though single readings can be large; an effect the other way counts as inactive or inconclusive. Potency means the concentration at half of the fitted maximal effect. A portion of the library; the hit share may differ from the screen's.
SMILES,L3MBTL1 block,RECQ1 helicase,Tau ThT inhib,KDM4E inh,Luc counter,LMNA splice mod,SMN2 splice enh,ALDH1A1 inh
O=C(NCc1ccccn1)C(=O)Nc1ccccc1,10%,-1%,-2%,7%,-2%,/,18µM*,2%
COc1ccc(Cc2nnc(SCC(=O)N3CCCCC3)o2)cc1,-3%,i,2%,-5%,-1%,13%[46 µM],9%,?
C=CCn1c(SCC(N)=O)nnc1-c1cc2c(s1)CCC(CC)C2 (configuration not stated),1%,i,-1%,?,1%,-2%,?,?
COc1cc2c(cc1NC(=S)Nc1ccccc1C)oc1ccccc12,/,i,?,?,-1%,5%,0%,?
C1CCN(Cc2nnnn2CC2CCCO2)CC1 (configuration not stated),2%,16%,5%,-5%,-7%,/,25%,1%
CCCC(C(=O)NCc1ccccc1)N(C(=O)Cn1nnc(-c2cccs2)n1)c1ccc2c(c1)OCCO2 (configuration not stated),-16%,10%,0%,-5%,6%,-6%,-14%,-2%
O=C(CCOc1ccc(F)cc1)Nc1nccs1,-6%,-10%,-4%,3%,/,/,/,?
O=C1CCCc2c1[nH]c1ccc(CN3CCCCC3)cc21,4%,-5%,-1%,?,-1%,?,11%,?
CCCCc1ccc(NC(=O)c2c(C)noc2C)cc1,12%,-7%,-3%,-5%,-2%,7%,-23%,12%
CCN(c1ccc2c(c1)OCO2)S(=O)(=O)c1cc(Br)cc2c1N(C(C)=O)CC2,-6%,-7%,-8%,1%,1%,0%[0.0737 µM],-17%,-1%
CCOCCCn1c(=N)c(C(=O)NCc2ccc3c(c2)OCO3)cc2c(=O)n3cccc(C)c3nc21,2%,-2%,-7%,?,-6%,4%,-17%,?
CC(C)N1CCN(Cc2ccc(C#CC(C)(C)O)cc2)CC1CCO (configuration not stated),-5%,26%,-5%,-26%,-1%,/,-17%,6%
Cc1cc(C)c2sc(N(CCN(C)C)C(=O)c3cc(Cl)sc3Cl)nc2c1,/,-2%,-10%,4%,6%,?,-14%,-5%
COc1cc(C)c(C)cc1S(=O)(=O)N1CCN(Cc2ccc3c(c2)OCO3)CC1,?,0%,-15%,9%,2%,-10%,10%,-9%
O=c1c(-c2cc(F)cc(F)c2)nc2cnc(Oc3ccccc3)nc2n1C[C@H]1CCCO1,/,-7%,/,/,-2%,/,-10%,?
O=C1CCCc2ccccc2N1Cc1ccc(F)cc1,7%,1%,-4%,2%,-4%,5%[46 µM],-1%,-34%
CC1(OC(=O)CCc2ccccc2)C(=O)C=C2C=C(c3ccc(C#N)cc3)N(CCN3CCOCC3)C=C2C1=O (configuration not stated),/,-9%[11.5 µM],?,13µM*,-6%[7.66 µM],-11%[9.22 µM],7%[9.22 µM],?
c1ccc(Cn2nnc3c(N4CCCCCC4)ncnc32)cc1,14%,?,6%,-4%,1%,?,0%,?
CCCCNC(=O)c1ccc(NC(C)=O)c(Cl)c1,0%[11.4 µM],i,-1%,5%,2%,5%[46 µM],2%,4%
CC(C)c1ccc(Nc2nc(NCc3ccco3)nc(N3CCOCC3)n2)cc1,-3%,-18%,-9%,4%,/,?,/,-2%
COC(=O)c1ccc(-c2cc(C(=O)O)c3cc4c(cc3n2)OCCO4)cc1,5%,-2%,-27%,?,-3%,-11%,7%,?
Cc1cc(NC(=O)c2cnn3cccnc23)no1,5%,5%,1%,?,-8%,6%,?,?
CC(C)Oc1ccc2c(=O)c3cc(C(=O)O)ccc3oc2c1,/,1%,-11%,?,3%,/,/,?
COc1ccc2nc(NC(=O)CN3CCN(C)CC3)sc2c1,-2%,-2%,-12%,-4%,-1%,18%,-11%,?
O=C(/C=C/c1ccc2c(c1)OCO2)NCCSCc1c(Cl)cccc1Cl,32%[activator],-7%,0%,-4%,3%,?,-20%,?
Cn1nc([N+](=O)[O-])nc1Oc1ccccc1,/,-15%,-2%,-14%,-4%,8%,18%,-5%
Cc1cccc(OCCC(=O)NCC(=O)Nc2c(C)cccc2C)c1,3%,-6%,-8%,1%,4%,-10%,-1%,0%
CC(C)c1nc(Cl)c(C#N)c2c1CCCC2,11%,-2%,-8%,-3%,3%,15%,-15%,6%
CCOc1cc(/C=N/NC(=O)c2c(-c3ccccc3)noc2C)ccc1O,/,i,-13%,?,-1%,-8%[46 µM],-16%,7%
COc1ccc2c(c1OC)C(=O)OC2Nc1nc(-c2cccc([N+](=O)[O-])c2)cs1 (configuration not stated),-15%,-4%,?,?,/,/,/,?
Cc1cccc(C(C)C)c1NC(=O)c1ccc(CN(c2ccccc2)S(=O)(=O)c2ccccc2)cc1,3%,-6%,-2%,5%,-1%,1%,-23%,4%
Cc1ccsc1/C=N/Nc1nc(Cl)c(Cl)cc1Cl,-1%,-4%,-15%,?,-3%,10%,?,4%
CCc1ccc(NC(=O)/C(C#N)=C/c2cn(CC(=O)O)c3ccccc23)cc1,9%,i,-11%,-6%,4%,/,4%,2%
COc1cc(OC)cc(C(=O)NC(C(=O)NCCN(C)C)C23CC4CC(CC(C4)C2)C3)c1 (configuration not stated),-2%,?,-11%,-5%,-1%,-3%,22%,6%
Cn1c(=O)c2cn(-c3cccc4ccccc34)cc2n(C)c1=O,/,15%,?,?,-5%,16%,26%,?
O=c1[nH]c2ccccc2nc1-c1cccs1,7%,i,-12%,-5%,/,?,/,-8%
COc1ccccc1N1CCN(C(c2ccccc2Cl)c2nnnn2C(C)(C)C)CC1 (configuration not stated),/,-2%,-6%,1%,-1%,?,-51%[inhibitor],5%
Cc1onc(-c2ccccc2)c1C(=O)NC(=S)NNC(=O)c1ccc(O)cc1O,-21%,-8%,?,11µM*,0%,-29%,-50%[inhibitor],?
Cc1onc(-c2ccccc2)c1CNS(=O)(=O)c1cccc(Cl)c1,-13%,-11%,1%,-3%,/,/,/,?
O=C(Nc1ccc(S(=O)(=O)Nc2nccs2)cc1)/C(=C/c1ccccc1Cl)NC(=O)c1ccccc1,-16%,-7%,-14%,-21%,3%,-10%,16%,?
CC(NC(=O)CNC(=O)C1O[C@@H]2OC(C)(C)O[C@@H]2[C@H]2OC(C)(C)O[C@@H]12)C(=O)O (some centres not stated),/,i,-1%,-1%,/,/,/,5%
CSc1ccccc1C(=O)Nc1ccccc1C(=O)NC(C)C,6%,11%,-3%,11%,0%,/,-10%,?
CCOc1ccc(OCCCCNC(C)(C)C)cc1,4%,i,-4%,-1%,3%,/,4%,-11%
O=C(Cn1nc(-c2ccccc2)ccc1=O)NCc1ccc(F)cc1,/,-17%,-11%,1%,-3%,/,-14%,2%
CC(C)C(N)C(=O)NC(Cc1c[nH]c2ccccc12)C(=O)O (configuration not stated),/,i,3%,1%,-2%,-6%,-7%,-2%

# Pulled by compound from the list above, two records:
SMILES,L3MBTL1 block,RECQ1 helicase,Tau ThT inhib,KDM4E inh,Luc counter,LMNA splice mod,SMN2 splice enh,ALDH1A1 inh
CC(NC(=O)CNC(=O)C1O[C@@H]2OC(C)(C)O[C@@H]2[C@H]2OC(C)(C)O[C@@H]12)C(=O)O (some centres not stated),/,i,-1%,-1%,/,/,/,5%
CCOc1ccc(OCCCCNC(C)(C)C)cc1,4%,i,-4%,-1%,3%,/,4%,-11%

# A different layout for 14 compounds above.
# Order of results: L3MBTL1 block | RECQ1 helicase | Tau ThT inhib | KDM4E inh | Luc counter | LMNA splice mod | SMN2 splice enh | ALDH1A1 inh
> COc1ccc2c(c1OC)C(=O)OC2Nc1nc(-c2cccc([N+](=O)[O-])c2)cs1 (configuration not stated)
  -15% | -4% | ? | ? | / | / | / | ?
> Cc1cccc(C(C)C)c1NC(=O)c1ccc(CN(c2ccccc2)S(=O)(=O)c2ccccc2)cc1
  3% | -6% | -2% | 5% | -1% | 1% | -23% | 4%
> Cc1ccsc1/C=N/Nc1nc(Cl)c(Cl)cc1Cl
  -1% | -4% | -15% | ? | -3% | 10% | ? | 4%
> CCc1ccc(NC(=O)/C(C#N)=C/c2cn(CC(=O)O)c3ccccc23)cc1
  9% | i | -11% | -6% | 4% | / | 4% | 2%
> COc1cc(OC)cc(C(=O)NC(C(=O)NCCN(C)C)C23CC4CC(CC(C4)C2)C3)c1 (configuration not stated)
  -2% | ? | -11% | -5% | -1% | -3% | 22% | 6%
> Cn1c(=O)c2cn(-c3cccc4ccccc34)cc2n(C)c1=O
  / | 15% | ? | ? | -5% | 16% | 26% | ?
> O=c1[nH]c2ccccc2nc1-c1cccs1
  7% | i | -12% | -5% | / | ? | / | -8%
> COc1ccccc1N1CCN(C(c2ccccc2Cl)c2nnnn2C(C)(C)C)CC1 (configuration not stated)
  / | -2% | -6% | 1% | -1% | ? | -51%[inhibitor] | 5%
> Cc1onc(-c2ccccc2)c1C(=O)NC(=S)NNC(=O)c1ccc(O)cc1O
  -21% | -8% | ? | 11µM* | 0% | -29% | -50%[inhibitor] | ?
> Cc1onc(-c2ccccc2)c1CNS(=O)(=O)c1cccc(Cl)c1
  -13% | -11% | 1% | -3% | / | / | / | ?
> O=C(Nc1ccc(S(=O)(=O)Nc2nccs2)cc1)/C(=C/c1ccccc1Cl)NC(=O)c1ccccc1
  -16% | -7% | -14% | -21% | 3% | -10% | 16% | ?
> CC(NC(=O)CNC(=O)C1O[C@@H]2OC(C)(C)O[C@@H]2[C@H]2OC(C)(C)O[C@@H]12)C(=O)O (some centres not stated)
  / | i | -1% | -1% | / | / | / | 5%
> CSc1ccccc1C(=O)Nc1ccccc1C(=O)NC(C)C
  6% | 11% | -3% | 11% | 0% | / | -10% | ?
> CCOc1ccc(OCCCCNC(C)(C)C)cc1
  4% | i | -4% | -1% | 3% | / | 4% | -11%

# Compound activity deposited in PubChem by National Center for Advancing Translational Sciences (NCATS).
